Screening results (PubChem BioAssay)
PTAP TSG101 blk – blocks PTAP/TSG101 interaction to inhibit HIV-1 budding; Q99816; Fluorescence polarization, FITC-PTAP peptide / Tsg101 binding; Potency, µM (top dose mostly 115 µM), for inactives: at the top dose activity change, negative = inhibition, most hits filed as inhibitors; 340,000 tested, under 10 active; active means well fitted inhibition curve with a large enough effect in the main read-out, with a control signal flat, not every such curve was filed as active; inconclusive means small, poorly fitted or top-dose-only effect, or effect the other way, or a change in a side signal; inactive means no such curve, though single readings can be large or run the other way; further: potency means the concentration at half of the fitted maximal effect; % of control where 0% means no effect
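Compounds were pin-transferred onto Tsg101 binding domain (10 uM final) in HEPES pH 7.5 buffer, then FITC-PTAP peptide was added at 50 nM final. After 20 min at RT, polarization reported peptide displacement across a qHTS concentration series.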
TCR activator – T cell receptor activation | 330,000 tested, under 10 active | primary human leukocytes, anti-CD3, IL-2 HTRF, 48 h | Potency, µM (series often up to 9.22 µM), for the others: at the top dose activation of IL-2 secretion, most hits filed as activators; further: % of control where 0% means no effect
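1) Mix primary human leukocytes, a-CD3 beads and compound. 2) Incubate 48 hr. 3) Add HTRF IL-2 reagents (a-IL-2-K, a-IL-2-d2).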
MLL CXXC-DNA inh – inhibitors of human MLL CXXC domain-DNA interaction; actives 0.037% (n = 290,000); Q03164; AID 2662; Potency, µM (top dose mostly 115 µM), for the others: top-dose activity change, negative = inhibition, actives largely listed as inhibitors; MLL-CXXC / FITC-HOXA9 DNA fluorescence polarization; active means well fitted inhibition curve with a large enough effect in the polarisation, with a control signal flat, not every such curve was filed as active; inconclusive means small, poorly fitted or top-dose-only effect, or effect the other way, or a change in a side signal; inactive means no such curve, though single readings can be large or run the other way; the % refers to the polarisation; further: potency means the concentration at half of the fitted maximal effect
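Purified MLL-CXXC (added from a 7 uM solution) was preincubated 5 min at ambient with pinned compounds in 50 mM Tris-HCl pH 7.5, 50 mM NaCl, 1 mM DTT, 0.05% BSA. Fluorescein-labeled HOX-A9 DNA (50 nM solution) followed, 30 min, then polarization read.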
p53 reactivation – mutant p53 re-activation in reporter cells. H1299 p53-A138V BP100-luciferase reporter, luminescence, 24 h. Potency, µM (doses to about 92.2 µM), without a hit: top-dose activity change, positive = activation, most hits filed as activators. actives 0.063% (n = 320,000); further: potency means the concentration at half of the fitted maximal effect; % of control where 0% means no effect; nearly all actives have a fitted effect of over 45% in size
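p53-null H1299 cells stably carrying temperature-sensitive p53-A138V and a BP100-luciferase reporter were pinned with compounds (4-point, 1:5 series) and held 24 hrs at 37 deg C. Luminescence was read 10 min after detection reagent.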
BRCA1 expr up – increases BRCA1 expression; Potency, µM (highest dose often 46.1 µM), inactives show at the highest dose activation, hits mostly activators; actives 1.1% (n = 380,000); AID 624202; MCF7-BRCA1-FFLuc reporter, luminescence, 48 h; response scale: scaled: vehicle 0%, 10 µM genistein 100%; further: potency means the concentration at half of the fitted maximal effect; nearly all actives have a fitted effect of over 80% in size; some results filed as inactive show a strong effect at the top dose
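MCF7 cells carrying a BRCA1-firefly luciferase reporter (2000 cells/well, phenol-red free MEM) were attached for 2 h at 37 °C, then given compounds for 48 h. Luminescence was read 15 min after luciferase reagent; activity normalized to genistein (10 microM) and DMSO.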
Integrin act MD – activates integrin-mediated alleviation for muscular dystrophy; alpha7betagal myoblasts, beta-gal FDG fluorescence, 48 h; Potency, µM (top dose mostly 38.3 µM), for inactives: top-dose activation, actives largely listed as activators; actives 0.064% (n = 350,000);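 further: potency means the concentration at half of the fitted maximal effect; 100% = response of the positive control SU9516; nearly all actives have a fitted effect of over 60% in size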
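alpha7betagal+/- myoblasts (passage 13, 250/well) treated 48 h at 37C with compounds at 1:260 dilution of DMSO stock. Lysed, then beta-galactosidase activity read as FDG fluorescence (ex 480/em 540) after 30 min, with pre-read for autofluorescence.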
A-T KAP1 phos – candidate therapy for ataxia-telangiectasia; actives 0.19% (n = 320,000); Potency, µM (top dose mostly 57.5 µM), for inactives: top-dose activation, usual class: activators; […] A-T fibroblasts, KAP-1 phosphorylation AlphaLISA; neocarzinostatin DNA damage 30 min before lysis; further: potency means the concentration at half of the fitted maximal effect; % of control where 0% means no effect; nearly all actives have a fitted effect of over 45% in size
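ATM-like activity read as KAP-1 phosphorylation via AlphaLISA donor/acceptor antibody pairs after lysis and 6 hr at 25C. Cells were ATM-null patient fibroblasts ([…], hTERT), dosed 60 min, then exposed to the DSB inducer NCS for 30 min.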
TRPV1 ag – agonists of human vanilloid receptor 1 (TRPV1); Q8NER1; TRPV1-expressing cells, Fluo-8 calcium influx, agonist mode; activation, % at 8.33 µM; actives 0.19% (n = 320,000); in the data active means activation above about 80%; inconclusive means between about 30% and that limit; further: 0% is about no effect
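Fluo-8 calcium influx in TRPV1-expressing cells, kinetic read (ex 480/em 520 nm). Compound added and read 3 min for agonist activity, followed by capsaicin at EC20 final and 2 min further read for enhancement.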
ELG1 DNA repair – inhibitors of ELG1-dependent DNA repair in HEK293T cells; HEK293T ELG1-luciferase reporter, luminescence, 16 h; DNA damage induced by 5-fluorouridine; Potency, µM (doses to about 46.1 µM), inactives show at the top dose activity change, negative = inhibition, usual class: inhibitors; AID 504467; actives 2.3% (n = 330,000); further: potency means the concentration at half of the fitted maximal effect; on the % scale 0 is the no-effect control and ±100 the full control effect; nearly all actives have a fitted effect of over 55% in size
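Step one: seed 2,000 cells per well. Step two: pin-transfer compound or DMSO alongside 5-fluorouridine. Step three: incubate 16 hr, 37 °C, 5% CO2. Step four: add ONE-Glo, wait 30 min, read luminescence.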
B2AR arrestin – agonists driving beta-arrestin recruitment to human beta2-adrenergic receptor. beta-arrestin recruitment to beta2AR, cell-based reporter. Potency, µM (series often up to 46.1 µM), for inactives: at the highest dose activation, usual class: activators. actives 0.02% (n = 330,000). AID 492947;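 further: potency means the concentration at half of the fitted maximal effect; 0% = DMSO controls and full agonism = EC100 isoproterenol or metaproterenol; nearly all actives have a fitted effect of over 65% in size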
Active calls of the source: *; [ ] = remark or other dose. Unless noted, the call rests on the fitted dose curve; in most records, active means well fitted curve in the direction sought with a large enough effect; inconclusive means small, poorly fitted or top-dose-only effect, or another doubt; inactive means no such curve, though single readings can be large; an effect the other way counts as inactive or inconclusive. Not a hit list; any-hit rate near 3.8%.

Results for Cc1ccc(-n2c3c(cc(C(=O)NCc4ccco4)c2=O)C(=O)CC(C)(C)C3)cc1 ?
PTAP TSG101 blk: 4%; TCR activator: -2%; MLL CXXC-DNA inh: 7%; p53 reactivation: 0%; BRCA1 expr up: -11%; Integrin act MD: -14%; A-T KAP1 phos: 11%; TRPV1 ag: -6; ELG1 DNA repair: 3%; B2AR arrestin: -0.5%

What do the screens show for `Cc1cc(Cl)ccc1OC(C)C(=O)N1CCCN(C(=O)C(C)Oc2ccc(Cl)cc2C)CC1` (centres undefined)?
PTAP TSG101 blk: -5%; TCR activator: 4%; MLL CXXC-DNA inh: 7%; p53 reactivation: 5%; BRCA1 expr up: -83%; Integrin act MD: -7%; A-T KAP1 phos: 11%; TRPV1 ag: 3; ELG1 DNA repair: inconclusive; B2AR arrestin: 0.1%

Results for CC(=O)c1nn(-c2ccc(C)cc2)cc1C(=O)c1cccc(Br)c1 ?
PTAP TSG101 blk: -1%; TCR activator: 1%; BRCA1 expr up: -12%; Integrin act MD: 19%

What do the screens show for `Cc1cc2ccccc2n1CCNC(=O)C(C)(C)C`?
PTAP TSG101 blk: -9%; TCR activator: 2%[46.1 µM]; MLL CXXC-DNA inh: 6%; p53 reactivation: 7%; BRCA1 expr up: -5%; Integrin act MD: 0%; A-T KAP1 phos: -2%; TRPV1 ag: inconclusive; ELG1 DNA repair: 7%; B2AR arrestin: 3.4%

What do the screens show for `COc1cc(CCC(=O)NCc2ccc(Cl)cc2)cc(OC)c1OC`?
PTAP TSG101 blk: 0%; TCR activator: -5%; MLL CXXC-DNA inh: -2%; p53 reactivation: -5%; BRCA1 expr up: 4%; Integrin act MD: 2%; A-T KAP1 phos: -5%; TRPV1 ag: 3; ELG1 DNA repair: -6%; B2AR arrestin: 0.2%

How did Cc1c(OC(C)C(=O)N[C@@H](Cc2ccccc2)C(=O)O)ccc2c3c(c(=O)oc12)CCCC3 (some centres undefined) do in these assays?
PTAP TSG101 blk: -4%; TCR activator: 2%; MLL CXXC-DNA inh: -29%; BRCA1 expr up: -4%; Integrin act MD: 9%; A-T KAP1 phos: 3%; TRPV1 ag: 2; ELG1 DNA repair: -5%; B2AR arrestin: 0.5%

What do the screens show for `COc1ccc(S(=O)(=O)Cc2ccc(C(=O)NCCCN(C)c3ccccc3)o2)cc1`?
PTAP TSG101 blk: -9%; TCR activator: -2%; MLL CXXC-DNA inh: 0%; p53 reactivation: -11%; BRCA1 expr up: 0%; Integrin act MD: 0%; A-T KAP1 phos: 2%; TRPV1 ag: -4; ELG1 DNA repair: inconclusive; B2AR arrestin: 0.1%

Results for CCN(CCCNC(=O)Cn1ncc2c([nH]c3ccc(C)cc32)c1=O)Cc1ccccc1 ?
PTAP TSG101 blk: 0%; TCR activator: -7%; MLL CXXC-DNA inh: 0%; p53 reactivation: -5%; BRCA1 expr up: -8%; Integrin act MD: -45%; A-T KAP1 phos: 2%; TRPV1 ag: 5; ELG1 DNA repair: 0%; B2AR arrestin: 0.1%

How did O=C(Nc1nc(-c2cccnc2)cs1)c1ccc(S(=O)(=O)N2CCOCC2)cc1 do in these assays?
PTAP TSG101 blk: -12%; MLL CXXC-DNA inh: -4%; p53 reactivation: 1%; BRCA1 expr up: -6%; Integrin act MD: -20%; A-T KAP1 phos: 10%; TRPV1 ag: 2; ELG1 DNA repair: inconclusive; B2AR arrestin: -0.6%

What do the screens show for `CCOC(=O)Nc1ccc2nc(N3CCCCCC3)sc2c1`?
PTAP TSG101 blk: -4%; TCR activator: -1%; MLL CXXC-DNA inh: 5%; p53 reactivation: inconclusive; BRCA1 expr up: inconclusive; Integrin act MD: 1%; A-T KAP1 phos: -11%; TRPV1 ag: 28; ELG1 DNA repair: inconclusive; B2AR arrestin: 0.4%

Results for CCOc1ccccc1N(CC(=O)NC1CCCCC1)C(=O)CCCC(=O)Nc1ccccn1 ?
PTAP TSG101 blk: -3%; TCR activator: -2%; MLL CXXC-DNA inh: 22%; p53 reactivation: 0%; BRCA1 expr up: -32%; Integrin act MD: 12%; A-T KAP1 phos: -8%; TRPV1 ag: 1; ELG1 DNA repair: 2%; B2AR arrestin: -0.5%

Results for CC(C)CCn1c(CN2CCOCC2)nc2c1c(=O)n(C)c(=O)n2C ?
PTAP TSG101 blk: -3%; TCR activator: -6%; MLL CXXC-DNA inh: -7%; p53 reactivation: inconclusive; BRCA1 expr up: 2%; Integrin act MD: -25%; A-T KAP1 phos: 1%; TRPV1 ag: 5; ELG1 DNA repair: 5%; B2AR arrestin: -0.1%

How did COc1cc(Cl)c(C)cc1NC(=O)[C@@H]1CCCN1C(=O)c1cccs1 do in these assays?
PTAP TSG101 blk: -5%; TCR activator: 8%[46.1 µM]; MLL CXXC-DNA inh: 7%; p53 reactivation: -21%; BRCA1 expr up: 2%; Integrin act MD: 16%; A-T KAP1 phos: 2%; TRPV1 ag: 6; ELG1 DNA repair: -2%; B2AR arrestin: 0.1%

What do the screens show for `CCCCSc1nc(NCc2ccco2)c2c3c(sc2n1)COC(C)(C)C3`?
PTAP TSG101 blk: 0%; TCR activator: 2%; MLL CXXC-DNA inh: 7%; p53 reactivation: inconclusive; BRCA1 expr up: -5%; Integrin act MD: -38%; A-T KAP1 phos: 6%; TRPV1 ag: 14; ELG1 DNA repair: -1%; B2AR arrestin: -1.1%

What do the screens show for `Cc1ccc(C)c(NC(=O)c2ccccc2NS(=O)(=O)c2cc([N+](=O)[O-])ccc2C)c1`?
PTAP TSG101 blk: -7%; TCR activator: 9%[46.1 µM]; MLL CXXC-DNA inh: 1%; p53 reactivation: 0%; BRCA1 expr up: -55%; Integrin act MD: -61%[inhibitor]; A-T KAP1 phos: 5%; TRPV1 ag: 4; ELG1 DNA repair: inconclusive; B2AR arrestin: -0.3%

What do the screens show for `Cn1c(CN2CCC(C(N)=O)CC2)c(C#N)c2ccccc21`?
PTAP TSG101 blk: -6%; TCR activator: 10%[46.1 µM]; MLL CXXC-DNA inh: 1%; p53 reactivation: -11%; BRCA1 expr up: 25%; Integrin act MD: 10%; A-T KAP1 phos: 6%; TRPV1 ag: 2; ELG1 DNA repair: 0%; B2AR arrestin: 0.3%

Results for O=C(Cn1ncc2c([nH]c3ccccc32)c1=O)NCCCN1CCN(c2ccccc2)CC1 ?
PTAP TSG101 blk: -2%; TCR activator: -8%; MLL CXXC-DNA inh: -18%; p53 reactivation: 6%; BRCA1 expr up: -14%; Integrin act MD: -21%; A-T KAP1 phos: 6%; TRPV1 ag: 3; ELG1 DNA repair: 3%; B2AR arrestin: -0.1%

How did Cc1cc(CNCc2cn(C)nc2-c2ccc(Oc3ccccc3)cc2)on1 do in these assays?
PTAP TSG101 blk: -1%; TCR activator: -8%; MLL CXXC-DNA inh: -11%; p53 reactivation: -2%; BRCA1 expr up: -16%; Integrin act MD: -50%[inhibitor]; A-T KAP1 phos: 1%; TRPV1 ag: 3; ELG1 DNA repair: inconclusive; B2AR arrestin: -0.3%

How did COc1ccc(-c2nnnn2C)cc1S(=O)(=O)NCCc1ccccc1 do in these assays?
PTAP TSG101 blk: -7%; TCR activator: -7%[46.1 µM]; MLL CXXC-DNA inh: 2%; p53 reactivation: -7%; BRCA1 expr up: 2%; Integrin act MD: -5%[7.66 µM]; A-T KAP1 phos: 31%; TRPV1 ag: 0; ELG1 DNA repair: -1%; B2AR arrestin: -0.1%

Results for CCCCn1nc(C(=O)NC2CCCCCC2)c2ccccc2c1=O ?
PTAP TSG101 blk: -3%; TCR activator: 1%; p53 reactivation: -5%; BRCA1 expr up: -39%; Integrin act MD: -1%; A-T KAP1 phos: 10%; ELG1 DNA repair: 18µM*; B2AR arrestin: -0.6%

Results for CC[N+](CC)(CC)CCOc1ccc(/C=C/c2ccccc2)cc1 ?
PTAP TSG101 blk: -1%; TCR activator: 7%; p53 reactivation: -6%; BRCA1 expr up: -51%; A-T KAP1 phos: -8%; TRPV1 ag: 4; ELG1 DNA repair: -19%; B2AR arrestin: -0.3%

Results for O=S(=O)(N(Cc1ccccc1)[C@H](CO)Cc1ccccc1)N(Cc1ccccc1)[C@H](CO)Cc1ccccc1 ?
TCR activator: 1%; p53 reactivation: 4%; BRCA1 expr up: 20%; Integrin act MD: -35%; A-T KAP1 phos: 1%; ELG1 DNA repair: 14%; B2AR arrestin: -0.1%

Results for Cc1cc(NC(=O)Nc2ccc(F)cc2)no1 ?
PTAP TSG101 blk: -2%; TCR activator: -2%; MLL CXXC-DNA inh: 1%; p53 reactivation: 6%; BRCA1 expr up: 40%; Integrin act MD: -7%; A-T KAP1 phos: 0%; TRPV1 ag: -3; ELG1 DNA repair: 3%; B2AR arrestin: -0.9%

How did O=C(NCc1ccco1)C1CCCN(S(=O)(=O)c2cnc[nH]2)C1 (centres undefined) do in these assays?
PTAP TSG101 blk: -4%; TCR activator: -2%; MLL CXXC-DNA inh: -7%; p53 reactivation: 6%; BRCA1 expr up: 6%; Integrin act MD: 27%; A-T KAP1 phos: 4%; TRPV1 ag: -1; ELG1 DNA repair: 0%; B2AR arrestin: 0.2%
